Source: PubChem (several laboratories)
MsrA act – activators of bovine methionine sulfoxide reductase A; activation, % at 10.6 µM; actives 0.3% (n = 360,000); purified bovine MsrA, absorbance read-out; in the data active = activation above about 7.5%;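 also: 0% = vehicle and 100% = reference activator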
FAS TE block – blocks the thioesterase domain of human fatty acid synthase; recombinant FAS-TE, OMFH fluorogenic substrate, fluorescence endpoint; inhibition, % at 15 µM; actives 0.67% (n = 360,000); P49327; AID 602261;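 active = compounds whose normalised, plate-corrected inhibition of enzyme fluorescence in the single-dose primary screen is 50% or more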;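 also: 0% = DMSO with enzyme and 100% = substrate without enzyme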
CendR NRP1 mod – modulators of CendR peptide binding to human neuropilin-1 | O14786 | FAM-RPARPAR peptide binding to NRP-1, fluorescence polarization | inhibition, % at 25 µM | actives 0.85% (n = 360,000) | AID 602438;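 active = inhibition or corrected inhibition above about 18%, plus a signal ratio from 0.5 to 1.5, limit read from the data, passing the limit was not always enough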; also: strong numbers were not always called active
E coli Lon inh – E. coli protease La inhibition. inhibition, % at 7.94 µM. purified E. coli Lon protease, fluorescence polarization. P0A9M0. actives 0.42% (n = 360,000); in the data active = inhibition above about 13%, passing the limit was not always enough;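 also: 0% = enzyme with probe and DMSO and 100% = no enzyme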
Rin1-Abl PPI inh – inhibitors of human Rin1-Abl protein interaction; inhibition, % at 7.35 µM; TR-FRET Rin1/Abl binding, biochemical; AID 588664; P00519+Q13671; actives 0.4% (n = 360,000); in the data active = inhibition above about 5%, passing the limit was not always enough
Neddylation inh – cullin neddylation inhibition | P61081+Q13564 | TR-FRET cullin neddylation, biochemical | calls only at 25 µM | actives 0.58% (n = 360,000) | AID 651699; in the data active = inhibition above about 36%
MLLE-PAM2 inh – inhibitors of microRNA-mediated deadenylation, human PABP1 MLLE binding | AID 588489 | actives 0.36% (n = 360,000) | P11940 | inhibition, % at 20 µM | GST-MLLE / FITC-PAM2 fluorescence polarization; in the data active = inhibition above about 35%, passing the limit was not always enough;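 also: plate controls were DMSO wells with GST-MLLE for no effect and wells lacking GST-MLLE protein for full effect; some results filed as inactive read as strong as hits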
Target sequence (P11940 whole entry, looked up): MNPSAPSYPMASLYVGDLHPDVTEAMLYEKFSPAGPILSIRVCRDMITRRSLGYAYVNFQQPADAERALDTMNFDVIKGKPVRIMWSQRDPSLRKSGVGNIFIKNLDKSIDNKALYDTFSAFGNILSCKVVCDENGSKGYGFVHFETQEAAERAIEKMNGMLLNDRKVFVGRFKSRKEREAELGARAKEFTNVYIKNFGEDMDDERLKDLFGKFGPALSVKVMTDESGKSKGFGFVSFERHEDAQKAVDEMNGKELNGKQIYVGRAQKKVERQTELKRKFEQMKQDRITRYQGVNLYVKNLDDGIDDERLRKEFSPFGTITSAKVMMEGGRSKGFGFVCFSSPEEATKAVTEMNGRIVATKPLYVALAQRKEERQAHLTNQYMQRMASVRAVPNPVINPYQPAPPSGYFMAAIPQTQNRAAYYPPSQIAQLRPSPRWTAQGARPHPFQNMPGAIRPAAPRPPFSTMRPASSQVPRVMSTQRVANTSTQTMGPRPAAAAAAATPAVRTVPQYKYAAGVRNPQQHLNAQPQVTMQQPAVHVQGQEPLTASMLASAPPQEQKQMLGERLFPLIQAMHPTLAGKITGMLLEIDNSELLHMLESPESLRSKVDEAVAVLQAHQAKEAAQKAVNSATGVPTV
MT1-MMP act inh – blocks activation of human MT1-MMP; P50281; HT1080 RFP-PRO-GFP cells, GFP/RFP ratio fluorescence, overnight; percent of plate control window, DMSO zero; GFP/RFP ratio change, % at 20 µM; actives 0.061% (n = 360,000);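 active = GFP/RFP ratio change of at least 30% with cell ATP level not reduced by more than half and red fluorescence within 50% of control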; also: strong numbers were not always called active
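Test system: HT1080 RFP-PRO-GFP cells; Benchmarks: DMSO and RFP-L50D-GFP cell wells; Timing: cells overnight before dosing, compound overnight, 37 °C, 5% CO2; Compound: one 20 µM compound dose with 1% DMSO; Read-out: GFP/RFP fluorescence ratio.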
SKN-1 block – C. elegans SKN-1 inhibition | C. elegans VP596 Pgst-4::GFP/RFP ratio, acrylamide-induced, 24 h | actives 0.49% (n = 360,000) | inhibition, % at 21.8 µM;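 active = interference check ratio from 0.5 to 1.5 plus GFP to RFP signal ratio inhibition reaching or exceeding a fixed threshold, cut at about 30% in these data, passing the limit was not always enough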; also: some compounds called inactive have numbers as strong as hits
* hit, by the source's call; i = inactive; · = no result given. Hits appear at their usual frequency. Share with any hit: about 4%.

no. | mol | FAS TE block | SKN-1 block | CendR NRP1 mod | Rin1-Abl PPI inh | MsrA act | Neddylation inh | E coli Lon inh | MLLE-PAM2 inh | MT1-MMP act inh
1 | COc1ccc2c(c1)c1nnc(SCC(=O)N3C(C)CCCC3C)nc1n2C (stereo not drawn) | 0 | 5 | -3 | -3 | -5 | i | -7 | 10 | 6
2 | CCCNC(=O)c1ccc(N2CCC3(CC2)CC(c2cccc(Br)c2)=NO3)c([N+](=O)[O-])c1 | 38 | 4 | -7 | -1 | -1 | i | -10 | 2 | -6
3 | Nc1ccc(Nc2ccccc2)c(S(=O)(=O)O)c1 | -5 | 2 | 13 | 1 | -6 | · | -4 | -6 | 23
4 | CC(C)Cc1c(O)nc(SCC(=O)N2CCCCCC2)[nH]c1=O | -4 | -14 | 20 | 2 | 22* | i | 4 | 18 | -3
5 | COC(=O)c1nn(-c2ccccc2)c(Sc2ccc(C)cc2)c1/C=N/O | -14 | -2 | 7 | 1 | 0 | i | -6 | -12 | -3
6 | Cc1ccc(S(=O)(=O)N(C)c2ccc(OCC(=O)Nc3ccc(S(C)(=O)=O)cc3)cc2)cc1 | 16 | 4 | -4 | 4 | -6 | i | -4 | -14 | -1
7 | CN(c1ccc(C(=O)N2CCOCC2)cc1)S(=O)(=O)c1ccc(Cl)cc1 | 3 | 0 | 4 | 2 | -7 | i | 12 | -1 | 2
8 | CCCn1nnnc1NCc1c(Cl)cccc1Cl | -7 | -15 | 14 | 1 | -3 | i | -10 | 13 | 7
9 | C=CCN(CC=C)Cc1c(O)ccc2c(=O)c(-c3ccccc3)coc12 | -2 | 5 | -12 | -3 | -7 | · | 5 | 4 | -8
10 | Cc1cccnc1NC(=O)CCNS(=O)(=O)c1ccc2c(c1)c(=O)n(C)c(=O)n2C | -7 | -7 | 5 | 2 | -10 | i | 1 | 15 | 1
11 | Cc1noc(C)c1NC(=O)Nc1cccc2c1O[C@@H](CN(C)C)[C@@H](C)CN([C@H](C)CO)C2=O | -6 | 16 | 10 | -2 | -2 | i | -11 | -7 | -2
12 | OCC[C@H]1C[C@H](O)[C@@H](O)[C@]2(Cc3ccccc3O2)O1 | -15 | -5 | -4 | 1 | -4 | i | 1 | -5 | 1
13 | COc1cc(S(=O)(=O)N2CCOCC2)ccc1NC(=O)CN1c2cccc3cccc(c23)S1(=O)=O | -5 | -2 | -10 | 0 | -3 | i | -3 | -9 | 13
14 | O=C(/C=C/c1ccc(Cl)cc1)OCC(=O)c1ccc[nH]1 | -2 | -3 | 1 | 0 | -2 | i | -14 | -7 | -2
15 | CNC(=O)N(O)C1N(/N=C/c2cc(Br)ccc2O)C(=S)SC1(C)C (stereo not drawn) | 2 | -27 | -1 | 3 | -3 | i | -4 | 18 | 3

Following part:
no. | mol | FAS TE block | SKN-1 block | CendR NRP1 mod | Rin1-Abl PPI inh | MsrA act | Neddylation inh | E coli Lon inh | MLLE-PAM2 inh | MT1-MMP act inh
16 | O=S(=O)(NCc1ccccc1)c1ccc2ccccc2c1 | 3 | -7 | -3 | 2 | -1 | i | 8 | -12 | 2
17 | CC(NC(=O)C(C)(C)C)C(c1cccs1)N1CCOCC1 (stereo not drawn) | -6 | -8 | -11 | 0 | -3 | i | 4 | -13 | 3
18 | COc1cc(C2=NOC(C(=O)Nc3cccnc3)C2)cc(OC)c1OC (stereo not drawn) | -10 | -2 | 5 | 2 | -2 | i | -1 | 0 | 4
19 | COc1ccc(/C=C/C(=O)N(Cc2ccccc2)c2ccccn2)cc1OC | -8 | 15 | -4 | 0 | -3 | i | -10 | 11 | -1
20 | O=c1c(Cl)c(N2CCOCC2)cnn1-c1nc2ccccc2[nH]1 | -5 | -10 | 11 | -5 | -4 | i | 1 | -9 | 7
21 | Cc1cc(C)nc(NCCO)n1 | -4 | -4 | 1 | -2 | -4 | i | 10 | -3 | 0
22 | CC(C)COc1ccc(/C(O)=C2/C(=O)C(=O)N(CCN(C)C)C2c2ccncc2)cc1 (stereo not drawn) | -8 | -30 | -5 | -1 | -5 | i | -3 | 8 | 0
23 | C(=N\Nc1nc(N2CCOCC2)nc(N2CCOCC2)n1)/c1cccnc1 | -7 | 9 | 8 | 0 | -2 | i | -1 | -5 | 1
24 | CC(C)(C)C1CCC(CN2CCC(CN3C(=O)C(=O)NC[C@@H]3Cc3ccccc3)CC2)CC1 (stereo partly drawn) | -12 | -6 | -9 | -1 | -2 | i | -4 | 8 | 2
25 | COCc1cc(C)nc(OCC(=O)N/N=C/c2ccc(OC)c(O)c2)c1C#N | -3 | 1 | 3 | -3 | -3 | i | 9 | -19 | 2
26 | COc1ccc(-n2nc(C(=O)NCC(=O)N3CCN(Cc4ccccc4)CC3)c3ccccc3c2=O)cc1OC | 3 | -9 | 9 | 1 | -3 | i | -2 | -6 | 3
27 | O=C1CC(Cc2ccccc2)C(=O)N1Cc1ccco1 (stereo not drawn) | 2 | 6 | -30 | -1 | 2 | i | -9 | 4 | 2
28 | COc1ccc(C(=S)N2CCN(c3cccc(Cl)c3)CC2)cc1 | 37 | 21 | 8 | -1 | -2 | i | 5 | 10 | -1
29 | CS(=O)(=O)c1ccc2nc(NC(=O)CN3C(=O)NC4(CCCC4)C3=O)sc2c1 | -2 | 0 | 9 | 2 | -3 | i | -1 | -4 | -1
30 | Nc1ccn([C@@H]2O[C@H](CNCc3cc(Cl)ccc3OCc3ccc(Cl)cc3)[C@@H](O)[C@H]2O)c(=O)n1 | 0 | -2 | -23 | -4 | -6 | i | -11 | -6 | 1

Look-ups from the results shown:
Value of `CC(NC(=O)C(C)(C)C)C(c1cccs1)N1CCOCC1` (stereo not drawn) under MsrA act: -3
Value of `O=c1c(Cl)c(N2CCOCC2)cnn1-c1nc2ccccc2[nH]1` under MsrA act: -4

The list continues:
no. | mol | FAS TE block | SKN-1 block | CendR NRP1 mod | Rin1-Abl PPI inh | MsrA act | Neddylation inh | E coli Lon inh | MLLE-PAM2 inh | MT1-MMP act inh
31 | O=C(Nc1ccc(S(=O)(=O)Nc2ncccn2)cc1)c1ccc2ncsc2c1 | -4 | 1 | -47 | -3 | -2 | i | -12 | -30 | -4
32 | Cc1cc(C)n(C(=O)COc2ccc(Cl)cc2Cl)n1 | 14 | 8 | 6 | 0 | 0 | i | -2 | 0 | 1
33 | CCS(=O)(=O)Nc1ccc2c(c1)OCO2 | -4 | 6 | 10 | 4 | -10 | i | -1 | 1 | -1
34 | CCOc1ccccc1C(=O)OCC(=O)Nc1ncc(C(F)(F)F)cc1Cl | 5 | -3 | 5 | -2 | -3 | i | 2 | 2 | -2
35 | NC(=O)c1nn(CC(=O)Nc2cccc(S(=O)(=O)N3CCCCCC3)c2)c(=O)c2ccccc12 | 5 | -11 | -5 | 1 | -1 | i | -10 | -66 | 4
36 | COc1ccc(-c2noc(N3CCC(C(=O)N(C)c4ccccc4C)CC3)n2)cc1 | 12 | 4 | 7 | -3 | -1 | i | 2 | 18 | -1
37 | O=C(CCNC(=O)c1ccc([N+](=O)[O-])cc1)NNC(=O)c1ccccc1F | 11 | -11 | 4 | 2 | -8 | i | 0 | -4 | 1
38 | COc1ccc(OC)c(NC(=O)C2C3C=CC(C3)C2C(=O)NCc2ccccn2)c1 (stereo not drawn) | -7 | 2 | -1 | -2 | -2 | i | 0 | 6 | 4
39 | C=CCSc1nnc2c(n1)OC(c1ccccn1)N(C(C)=O)c1ccccc1-2 (stereo not drawn) | 1 | 0 | 10 | -3 | -14 | i | -1 | 14 | 4
40 | COc1cc(NC(=O)NC(C)(C(F)(F)F)C(F)(F)F)cc(OC)c1OC | -4 | 18 | 5 | 1 | -5 | i | -3 | 2 | 2
41 | CC1(c2ccccc2Cl)NC(=O)N(CC(=O)NCCC2=CCCCC2)C1=O (stereo not drawn) | -1 | -8 | 14 | 2 | -4 | i | -4 | -3 | 0
42 | COc1ccccc1NC(=O)NCCN1CCCCC1 | -5 | -7 | 3 | 0 | -3 | i | 1 | -1 | -1
43 | Cn1c(=O)c2sccc2n(Cc2ccc(Br)cc2)c1=O | 12 | -5 | -5 | 1 | -2 | i | -11 | -7 | -8
44 | CC(NC=O)c1nc2ccccc2n1CCc1ccccc1 (stereo not drawn) | -4 | 24 | 9 | -4 | -4 | i | 9 | 3 | 1
45 | Cc1cccc(C2C3=C(Nc4[nH]n(-c5ccccc5)c(=O)c42)c2ccccc2C3=O)c1 (stereo not drawn) | 9 | 18 | 15 | 1 | -6 | i | 6 | 9 | 14

Later entries
no. | mol | FAS TE block | SKN-1 block | CendR NRP1 mod | Rin1-Abl PPI inh | MsrA act | Neddylation inh | E coli Lon inh | MLLE-PAM2 inh | MT1-MMP act inh
46 | COC(=O)c1nnn(-c2nonc2N)c1CSc1ccc(Cl)cc1 | 4 | -1 | 3 | 2 | -4 | i | -13 | 5 | 5
47 | CCc1cccc(NC(=O)NC(=O)Cn2nnc(C(=O)OC)c2C(=O)OC)c1 | -5 | -1 | -2 | -1 | -1 | i | 5 | 9 | 13
48 | COc1ccc(/C=N/NC(=O)c2sc3nc(C)cc(C)c3c2N)cc1 | -6 | 11 | 0 | 3 | -2 | · | -5 | 8 | -6
49 | CN(C)/C=N/c1nc2nccc(-c3ccccc3)n2n1 | -7 | -2 | 5 | 5 | -4 | · | -3 | -4 | 0
50 | Cc1ccccc1C(=O)N1[C@@H](C(C)C)COc2cc(Br)ccc2S1(=O)=O | 27 | 22 | -1 | 0 | -4 | i | -9 | 14 | 3
51 | Cc1ccc(C)c(C(=O)Nc2c(C(N)=O)oc3ccccc23)c1 | 2 | -23 | -9 | 3 | -2 | i | -4 | 3 | 3
52 | COc1cc(OC)nc(-n2ncc(OC)c(Br)c2=O)n1 | -11 | 4 | 5 | -1 | -5 | i | 1 | 1 | -4
53 | CC(C)CN(C(=O)Cn1nnc(-c2ccc(Cl)cc2)n1)C1CCS(=O)(=O)C1 (stereo not drawn) | 0 | -2 | -10 | -2 | 0 | i | -1 | 1 | -1
54 | COc1ccc(C(=O)NCC2COc3ccccc3O2)cc1S(=O)(=O)N1CCOCC1 (stereo not drawn) | -6 | -6 | 9 | 2 | -10 | i | -10 | 8 | 5
55 | c1coc(Cn2nnnc2CN2CCN(C3CCCC3)CC2)c1 | -3 | -2 | 7 | -1 | 0 | i | -1 | 5 | -1

Compounds 34 to 42, quoted:
no. | mol | FAS TE block | SKN-1 block | CendR NRP1 mod | Rin1-Abl PPI inh | MsrA act | Neddylation inh | E coli Lon inh | MLLE-PAM2 inh | MT1-MMP act inh
34 | CCOc1ccccc1C(=O)OCC(=O)Nc1ncc(C(F)(F)F)cc1Cl | 5 | -3 | 5 | -2 | -3 | i | 2 | 2 | -2
35 | NC(=O)c1nn(CC(=O)Nc2cccc(S(=O)(=O)N3CCCCCC3)c2)c(=O)c2ccccc12 | 5 | -11 | -5 | 1 | -1 | i | -10 | -66 | 4
36 | COc1ccc(-c2noc(N3CCC(C(=O)N(C)c4ccccc4C)CC3)n2)cc1 | 12 | 4 | 7 | -3 | -1 | i | 2 | 18 | -1
37 | O=C(CCNC(=O)c1ccc([N+](=O)[O-])cc1)NNC(=O)c1ccccc1F | 11 | -11 | 4 | 2 | -8 | i | 0 | -4 | 1
38 | COc1ccc(OC)c(NC(=O)C2C3C=CC(C3)C2C(=O)NCc2ccccn2)c1 (stereo not drawn) | -7 | 2 | -1 | -2 | -2 | i | 0 | 6 | 4
39 | C=CCSc1nnc2c(n1)OC(c1ccccn1)N(C(C)=O)c1ccccc1-2 (stereo not drawn) | 1 | 0 | 10 | -3 | -14 | i | -1 | 14 | 4
40 | COc1cc(NC(=O)NC(C)(C(F)(F)F)C(F)(F)F)cc(OC)c1OC | -4 | 18 | 5 | 1 | -5 | i | -3 | 2 | 2
41 | CC1(c2ccccc2Cl)NC(=O)N(CC(=O)NCCC2=CCCCC2)C1=O (stereo not drawn) | -1 | -8 | 14 | 2 | -4 | i | -4 | -3 | 0
42 | COc1ccccc1NC(=O)NCCN1CCCCC1 | -5 | -7 | 3 | 0 | -3 | i | 1 | -1 | -1
